Screens deposited in PubChem BioAssay by several laboratories.
Diaph act CS = diaphorase activation or chemical reduction counter-screen. hit rate 0.005% among 190,000. activation factor at 20 µM. Diaphorase/resazurin coupled assay, resorufin fluorescence, 16 min; stronger effect = higher value; 1 = vehicle wells, 0 = NADH-free wells. AID 1229;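 active means diaphorase activity raised at least twofold by the compound at 20 µM; inactive means activation factor below 2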
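test system = bacterial diaphorase enzyme (C. kluyveri) | quantity = enzyme 0.07 U/mL final | reagent = NADH substrate 0.114 mM plus resazurin dye 0.1 mM, final | incubation = 16 min enzyme reaction, ambient temperature | buffer or medium = HEPES pH 7.4 buffer with MgCl2 and Tween 20 | signal = fluorescence of resorufin, 544 nm excitation, 590 nm emission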
bIAP activator = intestinal alkaline phosphatase (bovine) activation | purified bovine IAP, CDP-star luminescence, 30 min; stronger effect = higher value; fold of DMSO-control signal, blank-subtracted | activation factor at 20 µM | hit rate 0.17% among 200,000;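 active means activation factor of 2 or more at 20 µM, a signal rise over negative controls twice the positive control's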
PMI act satM6P = increases human PMI activity with near-saturating mannose 6-phosphate; coupled PMI enzyme assay, resazurin fluorescence, 20 min; stronger effect = higher value; 1 = untreated enzyme, 0 = substrate-free blank; activation factor at 20 µM; hit rate 0.34% among 190,000;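 active means activation factor of 2 or more at 20 µM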
Target sequence (P34949 whole entry, looked up): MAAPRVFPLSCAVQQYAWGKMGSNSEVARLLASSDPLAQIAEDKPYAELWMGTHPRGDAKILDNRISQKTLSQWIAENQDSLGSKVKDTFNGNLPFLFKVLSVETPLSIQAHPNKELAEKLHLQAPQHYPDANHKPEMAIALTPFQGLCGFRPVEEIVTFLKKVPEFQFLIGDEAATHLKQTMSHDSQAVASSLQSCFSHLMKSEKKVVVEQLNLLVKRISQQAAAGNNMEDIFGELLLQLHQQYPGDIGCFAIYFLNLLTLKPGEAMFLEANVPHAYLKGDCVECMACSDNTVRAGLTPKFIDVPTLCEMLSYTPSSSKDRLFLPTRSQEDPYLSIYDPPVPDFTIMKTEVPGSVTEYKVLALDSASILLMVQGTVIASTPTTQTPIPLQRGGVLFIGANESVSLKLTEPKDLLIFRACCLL
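Material: human phosphomannose isomerase with PGI, G6PDH, diaphorase coupling enzymes / Reagent: Man-6-P substrate 1.0 mM / Dosing: single compound dose of 20 µM, 1% DMSO final / Incubation: enzyme reaction with compound 20 min at room temperature / Signal: resorufin fluorescence (Ex 544/Em 590 nm) from resazurin via diaphorase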
Lmaj promast = Leishmania major promastigote growth inhibition. hit rate 9% among 200,000. inhibition, % at 10 µM. Leishmania major promastigotes, resazurin fluorescence viability. AID 1063; in the data active means inhibition above about 50%;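 further: promastigotes grown with compound for 44 hours at 28 °C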
bIAP inh = intestinal alkaline phosphatase (bovine) inhibition; purified bovine IAP, CDP-star luminescence, 30 min; inhibition, % at 20 µM; 190,000 tested, under 10 active; AID 1019;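 active means over 50% inhibition of intestinal alkaline phosphatase at 20 µM in the single-dose screen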
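test system = bovine IAP enzyme | medium = DEA buffer 100 mM, pH 9.8, with MgCl2 1.0 mM, ZnCl2 0.02 mM | detection = luminescence | dosing = single compound dose of 20 µM, 2% DMSO final | incubation = 30 min reaction at room temperature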
Diaph inh CS = inhibits diaphorase or chemically oxidizes, flagging diaphorase assay artifacts | inhibition, % at 20 µM | diaphorase resazurin-to-resorufin fluorescence, NADH, 16 min; bacterial (C. kluyveri) enzyme, not human | hit rate 0.69% among 190,000;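 active means primary screen inhibition at 20 µM above a set limit, cut at about 50% in these data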;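 further: plate controls were DMSO with full reaction for no effect and wells lacking NADH for full effect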
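Assay system: diaphorase enzyme from Clostridium kluyveri. Quantity: enzyme working solution with 0.14 U/mL diaphorase. Schedule: reaction incubation of 16 min at room temperature. Technique: resorufin fluorescence, excitation 544 nm, emission 590 nm. Controls: No-NADH positive control and DMSO neutral control.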
TNAP inh no acc = blocks human TNAP activity with no phosphate acceptor present; P05186; purified TNAP, CDP-star luminescence, 30 min; inhibition, % at 20 µM; hit rate 0.26% among 200,000;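 active means tissue-nonspecific alkaline phosphatase inhibition above about 50% at 20 µM in the single-dose screen, limit read from the data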;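 further: 0% = DMSO negative control and 100% = EDTA positive control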
Target sequence (P05186 whole entry, looked up): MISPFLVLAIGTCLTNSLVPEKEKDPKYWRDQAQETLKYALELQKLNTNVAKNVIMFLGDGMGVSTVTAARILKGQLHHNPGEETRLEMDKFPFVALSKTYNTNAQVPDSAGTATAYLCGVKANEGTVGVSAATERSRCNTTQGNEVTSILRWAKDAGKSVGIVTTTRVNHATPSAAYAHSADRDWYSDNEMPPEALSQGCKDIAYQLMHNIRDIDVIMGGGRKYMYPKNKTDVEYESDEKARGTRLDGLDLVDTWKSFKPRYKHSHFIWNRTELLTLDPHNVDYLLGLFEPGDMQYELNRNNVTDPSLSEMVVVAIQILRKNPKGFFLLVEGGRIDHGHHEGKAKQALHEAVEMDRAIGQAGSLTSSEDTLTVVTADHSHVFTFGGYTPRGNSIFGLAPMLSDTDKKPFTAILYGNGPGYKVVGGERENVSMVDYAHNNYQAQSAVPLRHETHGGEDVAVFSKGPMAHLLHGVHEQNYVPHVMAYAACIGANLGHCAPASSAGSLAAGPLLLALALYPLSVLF
TNAP act hiacc = activators of human TNAP at high phosphate acceptor concentration; activation factor at 20 µM; 200,000 tested, under 10 active; P05186; purified TNAP, CDP-star luminescence, 1 M DEA, 30 min; stronger effect = higher value; 0 = EDTA background, 1 = DMSO-only activity;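 active means activation factor at least 2 at 20 µM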
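Test system – human TNAP · Doses – 20 µM single point · Incubation – 30 min, room temperature · Signal – luminescent substrate turnover signal · Read-out basis – activation factor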
PMI activator = activators of human phosphomannose isomerase. P34949. hit rate 0.005% among 190,000. activation factor at 20 µM. purified human PMI, coupled resazurin fluorescence, 20 min; stronger effect = higher value; 1 = vehicle control, 0 substrate-free wells;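 active means activation factor of 2 or more at 20 µM, relative to plate controls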
TNAP inh hiacc = inhibitors of human TNAP at high phosphate acceptor concentration; hit rate 0.03% among 200,000; AID 1135; inhibition, % at 20 µM; purified TNAP, CDP-star luminescence, 1 M DEA;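 active means over 50% inhibition of tissue-nonspecific alkaline phosphatase at 20 µM in the single-dose screen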;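 further: plate controls were DMSO wells for no effect and EDTA-quenched wells as full inhibition for full effect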
The depositor's hits bear a star; x = not tested or not shown.

SMILES	Diaph act CS	bIAP activator	PMI act satM6P	Lmaj promast	bIAP inh	Diaph inh CS	TNAP inh no acc	TNAP act hiacc	PMI activator	TNAP inh hiacc
CCn1c(SCC(=O)N2CCN(c3ccccc3)CC2)nnc1-c1c[nH]c2ccccc12	0.9	1	1	57.5*	-0.2	6.0	8.4	1	1	-3.1
Cc1c(NC(=O)CN2CCN(c3ccccc3)CC2)c(=O)n(-c2ccccc2)n1C	0.9	1	1.1	-9.6	-0.3	6.8	-0.2	1	1.1	-4.4
CCc1c(C(=O)Nc2cc(C)cc(C)c2)[nH]c(C)c1C(C)=O	0.9	0.9	1	26.2	14.1	14.2	-20.0	1	1	-1.6
O=C(Cc1ccc(Cl)cc1)Nc1ccc(N2CCCC2)cc1	1	1	1	-0.1	0.0	0.7	-9.3	1.1	1	-7.2
Cc1cc(=O)oc(C)c1C(=O)NCc1ccco1	1.1	1.1	1	-2.9	-8.7	-9.6	-11.9	1.1	1.1	-7.1
O=C(Nc1nnc(-c2ccc3c(c2)CCCC3)o1)c1ccc(Cl)cc1Cl	0.9	0.9	1	-2.5	13.0	12.5	-35.2	1	1	-0.1
O=C(Oc1cccc(C(=O)N2CCOCC2)c1)c1ccc(Br)cc1	0.9	0.8	1	-6.4	15.5	7.0	-10.6	1	1.1	-4.7
COc1ccc(S(=O)(=O)N2CCSC2c2ccccc2)cc1 (stereo unspecified)	0.9	0.4	1	40.5	x	9.9	-3.5	1	1	-1.3
COc1ccccc1C(=O)N/C(=C\c1ccc(Br)cc1)C(=O)NCCO	0.9	1	1	-6.6	4.3	12.6	-3.3	1.1	0.9	-7.3
CCOC(=O)c1oc2ccc3c(c2c1C)C(=O)CC1(CCN(C(=O)OCC)CC1)O3	0.7	1	0.9	8.5	0.8	31.7	-8.6	1.1	0.8	-5.6
COC(=O)c1c(-c2ccc3ccccc3c2)csc1NC(=O)Cc1ccc(OC)c(OC)c1	0.8	1	0.9	21.9	-1.9	21.4	11.9	1	1	-4.7
Cc1ccccc1NC(=O)c1cccc2nccnc12	0.9	0.9	1	0.5	12.0	12.8	-5.6	1	1	-4.0
COc1cc([N+](=O)[O-])ccc1NC(=O)CSc1nccn1C	0.9	1	0.9	9.5	-1.7	13.0	-1.1	1	0.9	1.6
Cc1ccc(OCC(=O)c2ccc(Cl)s2)c([N+](=O)[O-])n1	0.5	1.1	0.4	-5.7	-14.6	46.4	13.7	0.9	0.7	5.9
O=C(Nc1nncs1)c1cc2c(s1)CCC2	0.8	1.1	0.9	-9.8	-6.0	17.5	-12.9	1	0.9	-4.8
Cc1ccccc1OCCCC(=O)Nc1ccc(Br)cc1	0.8	0.9	0.9	-7.5	12.8	15.3	-6.7	1	0.8	-0.5
C/C(=N\NC(=O)c1ccc(OC2CCCC2)cc1)c1ccc(C)s1	0.9	0.8	1	-4.1	15.6	11.0	-11.9	1	0.9	-3.2
CC(=O)COc1ccc2c3c(c(=O)oc2c1C)CCCCC3	0.8	1	0.9	20.0	3.9	18.0	-6.8	1.1	0.8	-6.4
CC(C)N(C(=O)COC(=O)c1cc(Cl)cc(Cl)c1N)C(C)C	0.8	1.1	1.2	-0.3	-7.7	16.5	-9.6	1	1	-3.8
CCCN1C=CC(=C/C=C(\C#N)C(=O)OCC)C=C1	0.9	0.5	0.9	-4.9	49.2	7.5	25.8	0.7	1	30.5
CSc1ccc(-c2nnn(CC(=O)NCc3ccccc3)n2)cc1	1	0.9	0.9	-4.8	5.4	-3.0	-3.0	1	0.9	-3.3
COc1ccc(C)cc1NS(=O)(=O)c1cn(C)nc1C	1.2	0.9	1	-3.0	9.3	-15.6	-13.5	1.1	1	-5.9
Cc1ccc(-n2nc(C)c(C3C(C#N)=C(N)OC4=C3C(=O)CCC4)c2Cl)cc1 (stereo unspecified)	0.7	1	0.9	x	0.5	31.8	-7.2	1	0.9	0.2
CCCC(O)(CCC)C(=O)NN(C(=O)OC)c1ccccc1	0.8	0.9	0.9	-3.4	6.7	18.1	-12.2	1	0.9	-3.9
CC1=C(C(=O)OC(C)C)C(c2ccc(F)cc2)NC(=O)N1 (stereo unspecified)	0.8	0.8	0.8	-3.4	16.5	17.6	-11.9	1	0.9	-2.2

Overlap with the part before: four compounds; new compounds follow.
SMILES	Diaph act CS	bIAP activator	PMI act satM6P	Lmaj promast	bIAP inh	Diaph inh CS	TNAP inh no acc	TNAP act hiacc	PMI activator	TNAP inh hiacc
COc1ccc(C)cc1NS(=O)(=O)c1cn(C)nc1C	1.2	0.9	1	-3.0	9.3	-15.6	-13.5	1.1	1	-5.9
Cc1ccc(-n2nc(C)c(C3C(C#N)=C(N)OC4=C3C(=O)CCC4)c2Cl)cc1 (stereo unspecified)	0.7	1	0.9	x	0.5	31.8	-7.2	1	0.9	0.2
CCCC(O)(CCC)C(=O)NN(C(=O)OC)c1ccccc1	0.8	0.9	0.9	-3.4	6.7	18.1	-12.2	1	0.9	-3.9
CC1=C(C(=O)OC(C)C)C(c2ccc(F)cc2)NC(=O)N1 (stereo unspecified)	0.8	0.8	0.8	-3.4	16.5	17.6	-11.9	1	0.9	-2.2
N/C(=N\OC(=O)CCC1CCCC1)c1ccncc1	0.9	1	0.8	-4.4	-4.1	9.9	-5.6	1	0.8	-2.3
Cc1ccccc1C(=O)N1CCN=C1SCc1ccc([N+](=O)[O-])cc1	0.9	1	1	18.6	-0.4	11.3	-4.9	1	1.1	-4.8
Cc1noc(C)c1S(=O)(=O)N1CCC(C(=O)NCCN2CCC(C)CC2)CC1	0.9	0.9	0.9	17.6	9.2	8.8	-6.3	1	0.9	-1.8
Cc1ccc(-n2c(N)c(C(N)=O)sc2=S)c(C)c1	0.9	1	0.5	-2.2	2.1	10.7	-11.2	1	0.5	0.8
O=C1CCC(=O)c2oc3ccccc3c2N1	0.9	0.8	1	-3.1	17.1	10.2	-6.3	1.1	1	-8.9
S=C(NC1CCCC1)N1CCN(C/C=C/c2ccccc2)CC1	1.1	1.2	1.2	80.8*	-15.7	-14.6	1.7	1	1.1	-3.3
O=C(OCC(=O)N1CCCCCC1)c1cccs1	0.9	0.9	0.9	-3.4	6.3	7.2	-9.7	1	0.9	1.4
CC(C)C(c1nnnn1Cc1ccc(F)cc1)N1CCN(Cc2ccc3c(c2)OCO3)CC1 (stereo unspecified)	0.8	1.1	0.9	67.8*	-7.1	21.9	-10.9	1.1	0.9	-10.0
O=c1[nH]ncc(N2CCN(Cc3ccccc3)CC2)c1Cl	1	0.9	1.1	-1.0	5.4	-2.9	-4.8	1.1	1	-6.3
Cc1cccc(CSC2=NCCN2C(=O)c2ccc(S(=O)(=O)N(C)C)cc2)c1	0.8	0.9	0.8	31.0	7.9	15.8	-7.0	1	0.8	-2.2
COc1ccc(OC)c(/C=N/NC(=O)CCN2CCN(C(c3ccccc3)c3ccccc3)CC2)c1	1	1.4	1	15.8	-43.7	-0.9	0.6	1	1	1.0
Cc1nc(CN2CCN(C(=O)CCc3nnc(Cc4c[nH]c5ccccc45)o3)CC2)cs1	0.9	1.2	1.1	0.4	-15.6	12.3	-11.1	1.1	0.9	-5.4
O=C1CC(N2CCN(c3ccc(O)cc3)CC2)C(=O)N1c1ccc2c(c1)OCO2 (stereo unspecified)	0.7	0.9	0.4	-2.5	7.4	31.4	2.5	1	0.7	-0.5
COc1ccc2nc(C)cc(SCC(=O)NNC(=O)COc3ccc(C)cc3)c2c1	1	0.9	1.1	-5.9	5.9	1.6	-8.9	1.1	1.1	-7.0
CCOC(=O)Cc1cc(=O)[nH]c(/N=C(\N)Nc2ccc(C)c(C)c2)n1	1	1.1	1.1	2.9	-14.1	3.1	-18.0	1	1	-4.8
Cc1cc(NC(=O)c2ccc3c(c2)C(=O)N(C(C)(C)C)C3=O)no1	1.1	1.1	1.1	0.9	-9.2	-7.9	-7.8	1	1.1	3.0
CC(=O)NC1=NN(C(C)=O)C(C)(CS(=O)(=O)c2ccc(Cl)cc2)S1 (stereo unspecified)	1	1.1	1.1	-4.0	-5.1	-2.1	-4.6	1	1	3.3
CC(C)n1cc(/C=C2/SC(=O)N(CC(=O)Nc3ccc4c(c3)OCO4)C2=O)c2ccccc21	0.9	0.9	1	0.1	11.9	10.5	2.2	1	1.1	-2.6
Nc1cccc2c1C(=O)N(C(=O)c1cccc(S(=O)(=O)N3CCCCCC3)c1)C2=O	0.8	0.9	0.9	-0.8	6.3	22.7	-1.4	0.9	0.9	11.0
CC1CCCC(C)N1C(=O)CSc1nnc(COc2ccccc2)n1-c1ccccc1 (stereo unspecified)	0.8	1	1	17.5	4.2	18.3	-10.7	1	0.9	-1.8
c1ccc(Sc2cccc3ccccc23)c(CNC2=NCCN2)c1	1	1	0.9	98.8*	3.0	-4.8	-77.5	1.1	0.7	-9.8
COc1ccccc1N1CCN(C(=O)CCc2ccc(S(=O)(=O)NCC(C)C)cc2)CC1	0.9	1	1	-1.6	-4.4	6.6	-9.0	1	1	-4.0
O=C(CNS(=O)(=O)c1cccs1)N1CCCC1	0.8	0.9	1	14.9	5.6	15.5	-12.3	1	0.9	-3.4
c1ccc2oc(-c3ccc4nc[nH]c4c3)nc2c1	0.9	0.9	1	0.0	12.9	11.5	-68.6	1	0.9	4.0
COc1cccc(C(=O)Nc2ccccc2)c1	0.9	1	1	-3.4	2.8	6.5	0.6	1	1.1	-4.8

Further entries
SMILES	Diaph act CS	bIAP activator	PMI act satM6P	Lmaj promast	bIAP inh	Diaph inh CS	TNAP inh no acc	TNAP act hiacc	PMI activator	TNAP inh hiacc
Cc1cccc2c(=O)cc(C)n(CC(=O)N3CCCCC3)c12	0.9	1	1	2.2	0.1	6.9	-4.6	1	0.9	-2.4
COC(=O)CSc1nsc(SCC(=O)OC)c1C#N	0.9	0.9	0.9	0.0	6.2	12.6	-5.1	1	0.9	1.0
CN(C)c1ccc(NC(=O)/C=C/c2ccccc2Cl)cc1	0.9	0.8	0.9	-3.3	20.9	12.6	5.0	1	0.9	-2.1
CCOC(=O)c1[nH]c2c(c1-c1ccc(OC)cc1)C(=O)CC(c1ccc(OC)c(OC)c1)C2 (stereo unspecified)	0.8	0.9	0.8	38.0	8.2	18.4	-5.7	1	0.9	-3.3
CS(=O)(=O)N1CCCC(C(=O)NCCCN2CCN(Cc3ccccc3)CC2)C1 (stereo unspecified)	1.1	1	1	-3.6	-4.4	-8.1	-13.8	1.1	0.9	-8.5
COc1ccc(N2C(=O)CCC(C(=O)Nc3ccccn3)C2c2ccc(OC)c(OC)c2)cc1 (stereo unspecified)	1	1	1.1	-3.7	-1.3	0.4	-8.8	1	1	-1.9

Outcome played no part in choosing rows; 10% or so of the library scored in one or more.
